Fluorescein autfl = fluorescein region autofluorescence; AID 593; 0.91% of 59,000 active; max fluorescein-equivalent concentration, M; Compound autofluorescence, 480/540 nm, fluorescein-equivalent; stronger effect = higher value; in the data active = max fluorescein-equivalent concentration above about 10 nM; inconclusive = between about 1.1 nM and that limit
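Compounds (23 nL) in 100 mM Tris pH 8.0, 15 min at room temperature, then fluorescence read at 480 nm excitation/540 nm emission. Signal converted to fluorescein-equivalent concentration from an on-plate fluorescein standard curve.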
Texas Red fluor = Texas Red region autofluorescence; Compound fluorescence, Texas Red channel, 547/618 nm; stronger effect = higher value; 0.06% of 59,000 active; AID 587; max dye-equivalent concentration, M; in the data active = max dye-equivalent concentration above about 10 nM; inconclusive = between about 1.1 nM and that limit
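Pin-transferred compounds and Texas Red standards go into 100 mM Tris buffer, pH 8.0. After 15 min at room temperature, plates are imaged with 547/618 nm filters. Each value is a dye-equivalent concentration derived from the per-plate dye curve.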
Hsp90 Hop PPI = changes Hsp90-Hop TPR2A binding signal, up or down | AlphaScreen TPR2A-His6 binding biotin-Hsp90 C-terminal peptide | Potency, µM (highest dose often 57 µM), inactives show at the top dose activity change, negative = inhibition | 0.44% of 71,000 active | AID 595; active = well fitted curve in either direction with a large enough effect; inconclusive = small, poorly fitted or top-dose-only effect, or another doubt; also: potency is read from the fitted curve at half-maximal effect; % is scaled to controls: 0 for no effect and ±100 for the full control effect; many of its hits are not listed in these tables
HBB splice mod = alters splicing of the hemoglobin beta chain | 0.06% of 65,000 active | AID 925 | HBB splicing reporter cell assay, activation; EGFP reporter with mutant IVS2-654 intron; response scale: normalised to 500 nM splice-correcting PNA | Potency, µM (series often up to 46.1 µM), for inactives: top-dose activation, most hits filed as activators; also: potency is read from the fitted curve at half-maximal effect; 0% is about no effect
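Compounds were applied for 2 days to HeLa EGFP-654 cells, 500/well in Optimem with 2% FCS. The reporter's EGFP is disrupted by mis-splicing of beta-globin intron IVS2-654. Readout: summed well GFP fluorescence from 488 nm laser scanning; reference was 500 nM antisense […] 654 PNA.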
Rhodamine autofl = rhodamine region autofluorescence. AID 594. 0.05% of 59,000 active. max dye-equivalent concentration, M. Rhodamine-region fluorescence, 547/598 nm, Tris buffer; stronger effect = higher value; in the data active = max dye-equivalent concentration above about 11 nM; inconclusive = between about 1.1 nM and that limit
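Intensities are converted to rhodamine-equivalent concentration using a six-point rhodamine standard on each plate. Compounds sit 15 min at room temperature in 100 mM Tris buffer, pH 8.0; read uses the 547/598 nm excitation/emission pair.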
DNA Pol III inh = DNA polymerase III holoenzyme inhibition | Potency, µM (top dose mostly 57.1 µM), for inactives: at the highest dose activity change, negative = inhibition | 0.25% of 71,000 active | AID 603 | reconstituted DNA polymerase III holoenzyme replication, biochemical; also: potency is read from the fitted curve at half-maximal effect; % is scaled to controls: 0 for no effect and ±100 for the full control effect
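Reconstituted *E. coli* holoenzyme (0.35 nM Pol III, 1 nM beta, 154 nM SSB, 2 nM primase) was preincubated with compound for 15 min at RT. Synthesis on 1.4 nM ssM13Gori ran 35 min, then was stopped with PicoGreen/EDTA and read as dsDNA fluorescence.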
ALOX15 inhib = 15-hLO (ALOX15) enzyme inhibition; P16050; purified 15hLO-1, xylenol orange hydroperoxide absorbance; Potency, µM (doses to about 57.1 µM), inactives show at the highest dose activity change, negative = inhibition, hits mostly inhibitors; 1.4% of 74,000 active; AID 887; also: potency is read from the fitted curve at half-maximal effect; % is scaled to controls: 0 for no effect and ±100 for the full control effect; nearly all actives have a fitted effect of over 55% in size
Target sequence (P16050 whole entry, looked up): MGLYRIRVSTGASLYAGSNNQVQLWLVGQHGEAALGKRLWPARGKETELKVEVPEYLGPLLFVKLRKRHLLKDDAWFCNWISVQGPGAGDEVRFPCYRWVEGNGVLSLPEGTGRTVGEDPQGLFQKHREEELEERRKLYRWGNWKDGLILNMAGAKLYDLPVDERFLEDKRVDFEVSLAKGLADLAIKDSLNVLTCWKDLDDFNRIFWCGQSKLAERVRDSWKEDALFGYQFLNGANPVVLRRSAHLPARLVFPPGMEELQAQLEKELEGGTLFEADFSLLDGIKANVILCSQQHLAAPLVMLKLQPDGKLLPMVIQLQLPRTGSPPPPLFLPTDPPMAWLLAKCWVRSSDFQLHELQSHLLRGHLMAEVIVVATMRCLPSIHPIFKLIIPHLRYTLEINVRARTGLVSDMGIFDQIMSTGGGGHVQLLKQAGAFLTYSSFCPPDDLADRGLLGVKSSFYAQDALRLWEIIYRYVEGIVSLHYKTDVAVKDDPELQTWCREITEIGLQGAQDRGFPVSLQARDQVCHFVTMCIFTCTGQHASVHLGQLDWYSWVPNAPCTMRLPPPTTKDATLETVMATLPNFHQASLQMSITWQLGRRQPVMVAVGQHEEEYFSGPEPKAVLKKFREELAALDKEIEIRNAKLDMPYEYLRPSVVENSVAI
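Quantitative HTS in 25 mM Hepes pH 7.5 containing 0.01% Triton X-100: human 15hLO-1 at 40 nM, arachidonic acid at 50 uM, 6 min turnover. Product quantified via ferrous oxidation/xylenol orange, 573:405 nm absorbance ratio.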
HADH2 inh = inhibitors of human HADH2 dehydrogenase; recombinant HADH2, NADH fluorescence, beta-hydroxybutyryl-CoA; Potency, µM (series often up to 57.1 µM), inactives show at the highest dose activity change, negative = inhibition, actives largely listed as inhibitors; 3.4% of 73,000 active; also: potency is read from the fitted curve at half-maximal effect; % is scaled to controls: 0 for no effect and ±100 for the full control effect; nearly all actives have a fitted effect of over 60% in size; many of its hits are not listed in these tables
Target sequence (Q99714 whole entry, looked up, one chain of several): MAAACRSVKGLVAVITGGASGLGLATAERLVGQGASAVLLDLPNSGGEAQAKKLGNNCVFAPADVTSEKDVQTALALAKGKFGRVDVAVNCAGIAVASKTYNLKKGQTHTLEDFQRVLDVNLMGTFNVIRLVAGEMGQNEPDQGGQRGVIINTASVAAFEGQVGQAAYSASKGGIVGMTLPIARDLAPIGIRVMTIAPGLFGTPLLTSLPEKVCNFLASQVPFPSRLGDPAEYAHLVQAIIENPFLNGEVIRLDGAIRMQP
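NADH fluorescence (ex 360/em 450 nm) read every 30 s for 4 min; activity taken as last-minus-first time point difference. Enzyme 20 nM, NAD+ 1 mM, beta-hydroxybutyryl-CoA 90 uM, pH 9.0 Tris buffer.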
UbGFP stabilizer = proteasome inhibitors stabilizing ubiquitin-GFP reporter; 67,000 tested, under 10 active; Ubiquitin-GFP reporter cells, proteasome inhibition, GFP fluorescence; response scale: untreated = 0%, 10 µM MG-132 = 100%; Potency, µM (doses to about 45.9 µM), inactives show at the highest dose activation (GFP accumulation), usual class: activators; active = well fitted activation curve with a large enough effect, not every such curve was filed as active; inconclusive = small, poorly fitted or top-dose-only effect, or another doubt; inactive = no such curve, though single readings can be large or run the other way; also: potency is read from the fitted curve at half-maximal effect
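GFP accumulation read-out: laser plate cytometry counting ubiquitin(G76V)-GFP-expressing U2OS cells after 4 hr compound exposure at 37 °C. Titrations spanned 46 uM to 2.9 nM; 0% = basal, 100% = 10 uM MG-132; concentration-response curves fitted.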
GFP derepression = epigenetic modulators derepressing GFP locus in mouse cells. mouse C127i GFP locus derepression, cytometry, 30 h. Potency, µM (doses to about 46.1 µM), inactives show at the highest dose GFP derepression (activation). 0.09% of 68,000 active. AID 597; also: % of control where 0% means no effect
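Read-out is the number of GFP-positive cells, scored as fluorescent objects 20 to 120 um wide, reflecting derepression of a silenced CMV-GFP reporter in murine C127i cells after 30 h compound exposure at 37 C.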
4MU fluor = compound fluoresces in the 4-MU spectral region. compound autofluorescence, 340/450 nm, 4-MU equivalents; stronger effect = higher value. 11% of 59,000 active. max dye-equivalent concentration, M; in the data active = max dye-equivalent concentration above about 10 nM; inconclusive = mostly about 1.1 nM to 9.6 nM
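Intrinsic fluorescence at 340/450 nm (ex/em) was read after 15 min at room temperature in pH 8.0, 100 mM Tris. Each compound concentration expressed as 4-MU-equivalent concentration from a six-point 4-MU standard series on each plate.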
* hit, by the source's call; i = inactive; ? = inconclusive; . = not tested or not shown; [ ] = another dose, or the depositor's remark. Unless noted, calls follow the shape of the dose curve; as a rule, active = well fitted curve in the direction sought with a large enough effect; inconclusive = small, poorly fitted or top-dose-only effect, or another doubt; inactive = no such curve, though single readings can be large; an effect the other way counts as inactive or inconclusive. Not all compounds are listed. The share of hits here may be higher or lower than overall.

Results follow in this order: GFP derepression, HBB splice mod, HADH2 inh, Texas Red fluor, Fluorescein autfl, Rhodamine autofl, UbGFP stabilizer, DNA Pol III inh, ALOX15 inhib, 4MU fluor, Hsp90 Hop PPI
CCCNC(=O)NC1C(NC(=O)NCCC)N(C)C(=O)N1C (stereo unspecified)
    0%, 2.9%, 3%, i, ?, i, 5%, 0%, 4%, i, 0%
CC(=O)Nc1sc(C)c(C)c1CN1CCN(S(=O)(=O)c2ccccc2)CC1
    -2%, 0.1%[1.84 µM], 5%, i, i, i, 0%, -4%, 3%, ?, -4%
CCN(CC)S(=O)(=O)c1ccc(Cl)c(C(=O)NCC2CCCO2)c1 (stereo unspecified)
    0%, -0.3%[57.5 µM], 9%, ?, ?, i, 0%, -4%, 17%, i, -2%
COc1cccc(C(=O)N2CCN(S(=O)(=O)Cc3ccccc3)CC2)c1OC
    -4%[20.6 µM], ., ., i, ?, i, ., ., ., i, .
COC(=O)c1cccc(CSc2nnc(-c3ccco3)n2-c2ccccc2)c1
    12%, -0.9%, 5%, i, i, i, 9%, -4%, -16%, i, -5%
CCOc1ccc(C2N(c3ccc(F)cc3)C(=O)C3CCCN32)cc1 (stereo unspecified)
    7%, -0.4%, 12%, ., ., ., -7%, -1%, 1%, ., 1%
O=C(CSc1nc(-c2ccc(F)cc2)cs1)N1CCOCC1
    -3%, 0.4%, 11%, i, i, i, -3%, 9%, -1%, i, -3%
C=CCn1c(C)cc(C(=O)CSc2nnc(NCc3ccccc3)s2)c1C
    -1%, -6.4%, -2%, i, ?, i, -2%, -3%, -30%, i, -16%
CC(C)NC(=O)C1CCCN(S(=O)(=O)c2cccs2)C1 (stereo unspecified)
    1%, 1.0%, 6%, i, ?, i, -6%, 2%, 6%, i, 2%
CS(=O)(=O)NCCSCc1c(F)cccc1Cl
    20%, -1.6%, 2%, ., ., ., 22%, 7%, 1%, ., 0%
Cc1ccnc(N2CCN(C(=O)CSc3nc4ccccc4nc3N3CCCCC3)CC2)c1
    7%, -0.8%[0.369 µM], 2%, ?, ?, i, 3%, -2%, -26%, 2.9e-08M*, ?
Cc1cc(Nc2ccc(F)c(Cl)c2)n2ncnc2n1
    -3%, -0.8%, 0%, ., ., ., 3%, 0%, 5%, ., -1%
CNC(=O)C1CC(=O)N(Cc2ccc3c(c2)OCO3)C(=Nc2ccc(F)cc2)S1 (stereo unspecified)
    -4%, -3.5%, 1%, ?, ?, i, -4%, -8%, 3%, i, -3%
CCNc1nc(OC)nc(Oc2ccc(=O)n(-c3ccccc3)n2)n1
    0%, -2.7%, 2%, i, ?, i, -2%, 2%, 0%, i, -3%
CCCCn1c(SCC2CCCCO2)nc2cc(S(N)(=O)=O)ccc21 (stereo unspecified)
    3%, 1.8%[57.5 µM], -4%, i, i, i, 0%, -4%, -10%, i, -2%
O=S(=O)(NC1=NCCCCCC1)c1cccs1
    0%, -0.3%, 7%, i, i, i, 2%, -12%, 9%, i, -4%
CCO/C(C)=N/n1c2nc3ccccc3nc2c2c(=O)n(C3CCCC3)c(C)nc21
    0%, 2.7%[0.369 µM], ?, i, ?, i, ., -4%, -25%, 4.3e-08M*, -2%
CC1(C)CC(NC(=O)CCc2ccccc2)CC(C)(C)N1
    -2%, 0.0%[57.5 µM], 9%, i, i, i, 3%, -1%, 0%, i, 0%
C=CCc1cccc(/C=N/c2ncn[nH]2)c1O
    2%[20.6 µM], ., ., i, ?, i, ., ., ., i, .
COc1cc2c(cc1OC)CN(S(=O)(=O)c1ccc3c(c1)OCCO3)CC2
    0%, -1.3%, -10%, i, i, i, 0%, -6%, 0%, i, -4%
Cc1nn(-c2ccccc2)c2c1P(=O)(O)/C(=C1\N(C)c3ccccc3C1(C)C)C=N2
    0%, -0.3%[57.5 µM], -6%, i, i, i, -2%, -5%, 2%, i, 10%
Cc1ccc(OCCCC(=O)Nc2ccc3c(c2)OCO3)cc1
    6%, -1.6%[0.0738 µM], -15%[11.4 µM], ., ., ., -13%[9.17 µM], -5%[11.4 µM], -4%[11.4 µM], ., -4%[11 µM]
COc1ccccc1CN1CCCC2(CCN(C(=O)c3cccn3C)CC2)C1
    -2%[9.22 µM], 1.6%, 16%, i, i, i, -5%, -6%, 2%, i, -6%
O=C(O)CCCCNS(=O)(=O)c1ccc(Cl)c(C(F)(F)F)c1
    4%, -0.5%, 8%, i, i, i, 7%, -3%, -3%, i, 7%
CO[C@]1(NC(=O)Cc2cccs2)C(=O)N2C(C(=O)O)=C(COC(N)=O)CS[C@H]21
    0%[20.6 µM], 1.8%[20.6 µM], -7%[25.6 µM], i, i, i, 0%[20.5 µM], -5%[25.6 µM], 9%[25.6 µM], i, 0%[26 µM]
CCCCOC(=O)C(C)Oc1ccc(=O)n(-c2ccccc2)n1 (stereo unspecified)
    0%, -0.5%, 4%, ., ., ., 9%, 0%, 4%, ., -1%
CCOC(=O)c1c(C)c(C(=O)NC(C)COC)c(C)n1C (stereo unspecified)
    2%, -0.8%, 3%, i, i, i, 3%, -2%, 0%, i, 1%
CCOC(=O)c1ccccc1NC(=O)c1ccc(Cl)c(S(=O)(=O)N2CCOCC2)c1
    -2%, 4.3%, -14%, i, i, i, 5%, -8%, 1%, i, 1%
CCn1c(SCC(=O)Nc2cc(OC)ccc2OC)nnc1C1CCCCC1
    -5%, 0.6%, 5%, ?, i, i, -6%, -4%, 3%, i, -3%
O=C(C1CCC1)N1CCc2cc(S(=O)(=O)N3CCc4ccccc4C3)ccc21
    1%, -0.6%, 11%, i, i, i, -3%, 2%, 3%, i, 3%
COC(=O)Cc1c(C)nc2nc(NCc3ccc(Cl)cc3)[nH]n2c1=O
    0%, 1.7%[0.369 µM], 1%, i, i, i, -6%, -1%, 31%[activator], i, ?
COc1ccccc1CNC(=O)C1CCC(CNc2c(N3CCOCC3)c(=O)c2=O)CC1 (stereo unspecified)
    ., 0.3%, -5%, ., ., ., 9%, -3%, 0%, ., -5%[2.3 µM]
CC(C)(C)n1nnnc1C(c1ccc2ncccc2c1)N1CCSCC1 (stereo unspecified)
    1%, ., 8%, i, i, i, -5%, -2%, -10%, i, -3%
CC(O)/C=C/c1ccc2ccccc2n1 (stereo unspecified)
    0%, -0.1%, -17%, ., ., ., -4%, -7%, 0%, ., -1%
Cc1noc(C)c1CSc1nc2ccccc2n1CCc1ccccc1
    -2%, 2.6%[57.5 µM], -21%, ?, i, i, -3%, -1%, -13%, i, 12%
O=S(=O)(NCCc1ccccn1)c1cccs1
    1%, -1.4%, 8%, ?, ?, i, -2%, -10%, 6%, i, 0%
CC1(C)NC(=O)N(CC(O)COc2ccccc2C(=O)N2CCCCC2)C1=O (stereo unspecified)
    -2%, 0.3%[9.22 µM], -4%, ., ., ., -12%, 1%, 0%, ., -1%
CCN1C(=O)/C(=C2/Sc3ccc(OC)cc3N2C)SC1=Nc1cccc(O)c1
    9%, 1.3%, -5%, i, i, i, -7%, -6%, -14%, 1.1e-08M*, -7%
CCOC(=O)N1CCN(C(=O)c2nn(-c3cc(OC)cc(OC)c3)c(=O)c3ccccc23)CC1
    -1%, 0.0%, 0%, i, i, i, -1%, -5%, 1%, i, -1%
O=C(O)c1cc(NC(=O)C2CCCO2)cc(NC(=O)C2CCCO2)c1 (stereo unspecified)
    2%, 1.3%, 13%, i, i, i, -1%, 0%, 7%, i, ?
Cc1ccc(CNC(=O)C(OC(=O)c2ccco2)C(C)C)cc1 (stereo unspecified)
    -2%, ., -2%, i, ?, i, 3%, 2%, -1%, i, -4%
Cn1c(=O)[nH]c(=O)c2c1nc(SCC(=O)Nc1ccccc1)n2Cc1ccccc1
    ., 0.4%, 15%, ., ., ., -3%, -1%, -7%, ., -3%
CCCCOCCCNC(=O)N[C@@H](CC(C)C)C(=O)O
    0%, -0.5%, -11%, i, i, i, 5%, 3%, 7%, i, -1%
CCOC(=O)C1CCN(C(=O)c2oc3ccc(S(=O)(=O)N4CCCCCC4)cc3c2C)CC1
    0%, -1.4%, 3%, i, i, i, 1%, -4%, -4%, i, 2%
CCCN(CCC)S(=O)(=O)c1ccc2c(c1)CCCN2C(C)=O
    -3%, -1.2%, 4%, i, i, i, 4%, 0%, -1%, i, -15%
COc1cc(C[C@H]2C(=O)OC[C@@H]2Cc2ccc(OC)c(OC)c2)ccc1O
    -1%, ., 7%, ., ., ., -2%, -5%, 6%[25.6 µM], ., 1%

High-throughput results (PubChem BioAssay)
